High-throughput results from PubChem BioAssay.
AMA1 RON2 block – AMA1-RON2 (P. falciparum) interaction inhibition; AlphaScreen AMA1-biotinylated RON2 peptide binding; Potency, µM (highest dose often 58.2 µM), for the others: top-dose activity change, negative = inhibition, hits mostly inhibitors; 0.2% of 360,000 active;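 further: potency means the concentration at half of the fitted maximal effect; 0% = vehicle wells and -100% = peptide control; nearly all actives have a fitted effect of over 45% in size; some results filed as inactive show a strong effect at the top dose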
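AMA1 (3D7) with his tag at 25 nM final met compounds first, then biotinylated RON2 peptide at 25 nM; detection used donor plus acceptor beads, 10 µg/mL apiece, read by AlphaScreen after 30 min at room temperature.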
HCMV inh – blocks human cytomegalovirus replication | 4.5% of 410,000 active | HFF cells, HCMV-luciferase reporter, 72 h; active compounds read low | activity change, negative = inhibition, % at 57.5 µM; in the data active means activity change below about -60%; inconclusive means no clear call, values can overlap the other calls; inactive means above about -39%
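HFF cells seeded 16 h at 37C, treated with compounds, infected with luciferase-reporter HCMV at MOI 1 PFU/cell; luciferase read at 72 h post infection, normalized to buffer-only and Salinomycin controls.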
FBPA Giardia inh – Giardia lamblia aldolase inhibition | A8B2U2 | purified Giardia FBPA | Potency, µM (titrated, usually from 59.6 µM), without a hit: top-dose activity, negative = inhibition, hits mostly inhibitors | 0.71% of 290,000 active | AID 2451; further: potency means the concentration at half of the fitted maximal effect; nearly all actives have a fitted effect of over 55% in size
Target sequence (A8B2U2 whole entry, looked up): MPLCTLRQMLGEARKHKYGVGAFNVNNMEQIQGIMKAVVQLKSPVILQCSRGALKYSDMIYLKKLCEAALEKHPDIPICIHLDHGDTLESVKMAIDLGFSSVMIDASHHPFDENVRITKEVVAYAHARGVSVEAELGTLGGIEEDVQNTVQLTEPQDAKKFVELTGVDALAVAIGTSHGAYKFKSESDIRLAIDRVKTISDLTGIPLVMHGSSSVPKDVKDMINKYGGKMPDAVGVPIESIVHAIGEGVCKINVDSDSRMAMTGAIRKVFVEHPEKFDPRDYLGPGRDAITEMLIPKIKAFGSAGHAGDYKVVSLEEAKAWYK
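40 nM FBPA preincubated 10 min at RT with compound (up to 57.5 uM final), then substrate plus GAPDH/TPI/NAD/arsenate coupling and diaphorase/resazurin added. Fluorescence read after 20 min at RT, 525/598 nm.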
Sm TGR block – inhibitors of Schistosoma mansoni thioredoxin glutathione reductase. Q962Y6. purified TGR, DTNB reduction, TNB absorbance 405 nm. Potency, µM (top dose mostly 114 µM), for the others: at the highest dose activity change, negative = inhibition, actives largely listed as inhibitors. 3% of 360,000 active; further: potency means the concentration at half of the fitted maximal effect; nearly all actives have a fitted effect of over 60% in size
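TGR 20 nM + NADPH 100 uM (dispensed conc.), cpd preinc 15 min RT; start with NADPH (500 uM addition) then DTNB (15 mM addition). Kinetic TNB absorbance, 405 nm filter. Four-parameter Hill fit across titration.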
HCV inhibitor – blocks hepatitis C virus; AID 651820; Huh7.5.1 HCVcc-Cre infection, luciferase reporter, 44 h; 3.4% of 340,000 active; Potency, µM (top dose mostly 41.8 µM), inactives show at the top dose activity change, negative = inhibition, actives largely listed as inhibitors; further: potency means the concentration at half of the fitted maximal effect
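Cells (1,000/well) were plated 4 h before compound, then infected with HCVcc-Cre virus (~0.5 moi). After 44 h further culture, infection was read as luciferase luminescence following a 15 min substrate incubation at room temperature.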
AmpC detergent – AmpC beta-lactamase inhibition with detergent present; AmpC hydrolysis of nitrocefin, absorbance 480 nm, 0.01% Triton; Potency, µM (highest dose often 114 µM), inactives show at the top dose activity change, negative = inhibition, actives largely listed as inhibitors; 0.041% of 370,000 active;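 further: potency means the concentration at half of the fitted maximal effect; 0% = no-compound wells and -100% = no-enzyme wells; nearly all actives have a fitted effect of over 25% in size; some results filed as inactive show a strong effect at the top dose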
Target sequence (P00811 whole entry, looked up): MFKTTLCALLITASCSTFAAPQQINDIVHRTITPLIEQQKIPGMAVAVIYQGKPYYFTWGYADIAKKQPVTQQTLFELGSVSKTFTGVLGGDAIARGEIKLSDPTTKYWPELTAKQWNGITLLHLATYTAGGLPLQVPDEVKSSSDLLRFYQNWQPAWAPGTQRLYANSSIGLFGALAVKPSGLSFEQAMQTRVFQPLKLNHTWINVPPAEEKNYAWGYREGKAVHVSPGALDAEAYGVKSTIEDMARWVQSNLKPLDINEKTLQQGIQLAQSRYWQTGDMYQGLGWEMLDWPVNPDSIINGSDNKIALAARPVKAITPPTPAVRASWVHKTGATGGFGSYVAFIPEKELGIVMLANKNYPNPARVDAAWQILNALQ
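20 mM phosphate pH 7.0 + 0.01% (detergent screen) or 0.0001% Triton X-100; 5.3 nM AmpC reagent; cpd preinc 15 min RT; nitrocefin (800 uM stock) to start; A480 q20 s × 4 min; Activity was normalised to no-enzyme and no-compound control wells.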
Active calls of the source: *; ? = inconclusive; nt = not tested or not shown; [ ] = remark or other dose. Unless noted, the call rests on the fitted dose curve; in most records, active means well fitted curve in the direction sought with a large enough effect; inconclusive means small, poorly fitted or top-dose-only effect, or another doubt; inactive means no such curve, though single readings can be large; an effect the other way counts as inactive or inconclusive. Unless noted, on the % scale 0 is the no-effect control and ±100 the full control effect.

Order of values – AMA1 RON2 block	HCMV inh	FBPA Giardia inh	Sm TGR block	HCV inhibitor	AmpC detergent
> CC(C)Nc1nnc(SC(C)C(=O)Nc2ccc(N3CCOCC3)cc2)s1 (stereo not given)
    -5%	0	nt	-20%	-8%	-2%
> CC1CCc2c(sc3nc(CSc4ncn[nH]4)[nH]c(=O)c23)C1 (stereo not given)
    54%[activator]	-27	12%	-9%	-9%	-12%
> Cc1ccc(-c2nnc3ccc(SC(C)C(=O)O)nn23)cc1 (stereo not given)
    -3%	10	-11%	1%	10%	3%
> CC(OC(=O)C1CCC(=O)N1)C(=O)Nc1cc(Cl)cc(Cl)c1 (stereo not given)
    -4%	12	-9%	-4%	?	10%
> CCn1c(=O)c2cc(C(=O)Nc3cccc(C(C)=O)c3)sc2c2ccccc21
    -4%	8	4%	-1%	?	-6%
> CC(C)(C)c1ccc(C(=O)Nc2ccc(F)cc2)s1
    -3%	-17	-29%	12%	?	6%
> COc1ccccc1CCC(=O)Nc1ccc2c(c1)CN(CCCn1cccn1)CC2
    -2%	-23	nt	-10%	-23%	-5%
> Cc1ccc(/C=C/C(=O)Nc2cccc3ncccc23)o1
    -2%	23	?	8.9µM*	?	-5%
> COc1cccc(NC(=O)c2sc(Cl)nc2C)c1
    0%	19	4%	-18%	9%	?
> CC(NS(=O)(=O)c1ccccc1)C(=O)Nc1ccc2c(c1)OCCO2 (stereo not given)
    18%	7	nt	0%	0%	5%
> O=S(=O)(c1ccc(Br)cc1)N1CCCC1c1nc2ccccc2s1 (stereo not given)
    0%	-28	2%	-16%	?	-10%
> CN(/N=C/c1cc(Cl)ccc1O)C1=NS(=O)(=O)c2ccccc21
    32%	-25	-4%	-19%	-9%	-11%
> Cc1cccc(N2CCN(c3nnnn3-c3ccccc3)CC2C)c1 (stereo not given)
    -5%	2	-1%	-12%	?	-1%
> CCOc1ccc(NC(=O)CCCCCN2C(=O)[C@@H]3Cc4ccccc4CN3C2=O)cc1
    -13%	-19	nt	3%	?	2%
> O=C(NCCC1=CCCCC1)C1CCN(C(=O)Cc2ccccc2)CC1
    46%[activator]	4	3%	10%	9%	9%
> CCC(NC(=O)Nc1nccs1)(C(F)(F)F)C(F)(F)F
    5%	-16	0%	0%	15%	-13%
> Cc1cccc(N2CCN(C(=O)c3ccc(Cl)c(S(=O)(=O)NCc4ccco4)c3)CC2)c1C
    -20%	-2	2%	-8%[11.4 µM]	10µM*	-16%
> C#CCOCCOCCOCCNc1nc(N2CCN(C(=O)CCCCCCCCCCNC(=O)[C@@H]([C@H](C)O)n3cc(C)nn3)CC2)nc(N2CCN(C(=O)CCCCCCCCCCNC(=O)[C@@H]([C@H](C)O)n3cc(C)nn3)CC2)n1
    -4%	-74*	nt	-30%	-24%	-12%
> O=[N+]([O-])c1cccc(-c2ccc(CN3CCN(c4ccccc4)CC3)o2)c1
    ?	12	?	-9%	-6%	-10%
> CCOC(=O)N1CCN(Cc2cn[nH]c2-c2ccc(-c3ccccc3)cc2)CC1
    6%	-24	-10%	3%	-5%	-8%
> CN(CC(=O)Nc1ccccc1Br)C(=O)c1cccc(S(=O)(=O)NCc2ccccc2)c1
    -11%	7	nt	-4%	?	?
> CCNC(=O)NS(=O)(=O)c1cnccc1Nc1cccc(Cl)c1
    14%	12	14%	-2%	24%	?
> Cc1ccc(CN(CC(=O)NC2CCCCC2)C(=O)c2csnn2)cc1
    2%	-3	4%	-11%	0%	4%
> COC(=O)c1cnc(N2CCCN(S(=O)(=O)c3ccccc3)CC2)nc1C(F)(F)F
    0%	20	2%	-7%	0%	-10%
> Cc1ccc(C)c(Cn2c(CCCNC(=O)C3CCCCC3)nc3ccccc32)c1
    nt	?	nt	19%	nt	20%
> Cc1cc(NC(=O)CCC(=O)N(Cc2ccccc2)C(C(=O)NC2CCCC2)c2ccco2)no1 (stereo not given)
    -3%	16	0%	-11%	-12%	1%
> CCOc1ccc(S(=O)(=O)Nc2cc(Cl)ccc2OC)c2cccnc12
    nt	7	nt	-9%	nt	-1%
> O=C(C1CC(=O)N(c2ccc3c(c2)OCCO3)C1)N1CCCC(C(F)(F)F)C1 (stereo not given)
    -7%	9	nt	-2%	13%	5%
> CCN1C(=O)/C(=C2\SC(=S)N(NC(=O)c3cccnc3)C2=O)c2ccccc21
    55%[activator]	-11	?	-29%	-11%	-1%
> O=C(CSc1nnc(CNC(=O)c2ccco2)o1)Nc1cccc(F)c1
    3%	?	-6%	12%	4%	-3%
> CN(C)S(=O)(=O)c1cccc(NC(=O)c2ccc(Sc3nncn3C)c([N+](=O)[O-])c2)c1
    -2%	-38	-18%	-6%	?	5%
> COc1ccc(CCN(C)C2CC(=O)N(c3ccccc3)C2=O)cc1OC (stereo not given)
    -5%	11	-2%	11µM*	5%	2%
> Cc1ccc(OCCC(=O)OCC(=O)NC(=O)NC2CCCCC2)cc1
    -26%	-13	nt	-2%	28%	0%
> CCOC(=O)c1cnc2c(ccc3ccccc32)c1Nc1ccc(Cl)cc1
    nt	7	nt	7%	nt	10%
> Cc1cccc(C(=O)NCc2nnc(SCC(=O)N3CCN(c4ccccc4)CC3)n2C)c1
    3%	-4	nt	nt	28%	nt
> O=C(Nc1cccc(S(=O)(=O)c2cccc(NC(=O)c3ccco3)c2)c1)c1ccco1
    2%	-69*	-4%	1%	11µM*	-14%
> CN1CCN(c2ccc(C(N)=O)cc2N)CC1
    18%	13	-7%	1%	3%	-9%
> Cc1c(F)cccc1NS(=O)(=O)c1ccc2c(c1)c(C)cc(=O)n2C
    14%	6	8%	20%	-8%	2%
> C=CCn1c(SCC(N)=O)nnc1-c1cnccn1
    -5%	-9	-5%	-2%	9%	-4%
> COCCn1c(Cc2cccn2C)nnc1SCC(=O)Nc1nccs1
    -11%	-22	-4%	-20%	1%	3%
> COC(=O)c1c(-c2ccc(OC)cc2)oc2ccc(-c3ccc(OC)nc3)cc12
    5%	7	-2%	-2%	26%	-1%
> Cc1ccc(-c2nn3c(-c4cccc(Cl)c4)nnc3s2)cc1
    nt	nt	7%	1%	4%	0%
> CCCSc1ncc(Cl)c(C(=O)NCc2ccc(OC)cc2)n1
    nt	?	nt	9%	nt	9%
> O=C(NCC(=O)N(c1ccc(F)cc1)C(C(=O)NC1CCCC1)c1cccnc1)c1ccco1 (stereo not given)
    -3%	-27	5%	12%	19%	3%
> COc1ccccc1NS(=O)(=O)c1ccc(Cl)cc1
    7%	-10	-18%	-2%	5%	?
> Cc1ccc(-n2nc(C)c3c2NC(=O)CSC3c2ccc3c(c2)OCO3)cc1 (stereo not given)
    -1%	53	?	-21%	-16%	-10%
> CN(C)CCN(Cc1ccco1)S(=O)(=O)c1csc(C(N)=O)c1
    3%	-21	13%	0%	12%	-4%
> COc1ccc(-c2csc(Nc3ccc(O)cc3)n2)cc1
    0%	-72*	-23%	-10%	13µM*	-6%
> O=C(CN(Cc1ccccc1F)S(=O)(=O)c1ccc(Cl)cc1)NCCC1=CCCCC1
    -2%	-9	1%	-1%	-27%	0%
> COc1cccc(-n2c(C)nnc2SCC#N)c1
    -6%	53	-6%	-2%	-1%	-16%
> C/C(=N/NC(=O)c1nnn(-c2nonc2N)c1COc1ccccc1)c1ccccc1Cl
    121%[activator]	-17	-24%	8%	?	6%
> Cc1ccc(S(=O)(=O)C2CS(=O)(=O)CC2O)cc1 (stereo not given)
    33%	-26	-6%	-2%	13%	?
> CC(=O)Nc1ccc(C(=O)COC(=O)CCc2ccccc2)c(F)c1
    -4%	-10	nt	-2%	-9%	1%
> Cc1ccc(C)c(Cn2cc(S(=O)(=O)c3ccc(Cl)cc3)c(=O)c3cc(F)ccc32)c1
    nt	1	nt	-4%	nt	-1%
> Cc1nn(-c2ccc(F)cc2)c(Cl)c1/C=C/C(=O)OCC(=O)Nc1c(F)c(F)c(F)c(F)c1F
    7%	-71*	-3%	0%	?	-13%
> CCOC(=O)c1ccc(NC(=O)C(C)NS(=O)(=O)c2ccc(OC)cc2)cc1 (stereo not given)
    -9%	-6	5%	-10%	-5%	-4%
> CCc1ccc(N(CC(=O)NCc2ccco2)C(=O)CCC(=O)Nc2nccs2)cc1
    -12%	16	10%	-6%	7%	-4%
> COCCNC(=O)C(c1ccc(C)cc1)N(C(=O)CCC(=O)Nc1ccccn1)c1ccc(C)cc1 (stereo not given)
    -4%	?	5%	2%	-4%	1%
> N#Cc1ccc(-c2nc3ccccc3nc2-c2ccccc2)cc1C#N
    22%	26	5%	-8%	0%	-6%
> Cc1cccc(OCC(=O)N(Cc2ccc(C(C)C)cc2)Cc2ccco2)c1C
    nt	-3	nt	15%	nt	24%

Single records, as listed above:
Shown for `Cc1ccc(-c2nn3c(-c4cccc(Cl)c4)nnc3s2)cc1` : AMA1 RON2 block = nt; HCMV inh = nt; FBPA Giardia inh = 7%; Sm TGR block = 1%; HCV inhibitor = 4%; AmpC detergent = 0%
Shown for `COc1ccccc1NS(=O)(=O)c1ccc(Cl)cc1` : AMA1 RON2 block = 7%; HCMV inh = -10; FBPA Giardia inh = -18%; Sm TGR block = -2%; HCV inhibitor = 5%; AmpC detergent = ?

More compounds:
Order of values – AMA1 RON2 block	HCMV inh	FBPA Giardia inh	Sm TGR block	HCV inhibitor	AmpC detergent
> CN(CC(=O)Nc1ccc2c(c1)OCO2)CC(=O)Nc1ccc(F)c(F)c1F
    74%[activator]	10	nt	nt	-10%	nt
> Cc1nc2sccc2c(=O)n1-c1cccc(Cl)c1
    -2%	2	4%	4%	-7%	2%
> CCC(Sc1nnc(C)n2c1cc1occc12)C(=O)Nc1ccccc1F (stereo not given)
    nt	-31	nt	-7%	nt	3%
> COc1ccc(NC2CCCN(C(=O)CCc3scnc3C)C2)cc1 (stereo not given)
    -4%	10	nt	-15%	nt	-1%
> Cc1cccc(CNC(=O)c2ccc(NC(=O)N3CC(C)Sc4ccccc43)cc2)c1 (stereo not given)
    nt	4	nt	3%	nt	3%
> COc1cc(OC)cc(OC(=O)C2CCN(C(=O)c3ccc(F)cc3)CC2)c1
    -11%	-26	nt	-3%	8%	-20%
> COc1ccc2cc(-c3ccccc3)ncc2c1
    8%	100	-6%	0%	41%[activator]	-9%
> c1cc2nc(C34CC5CC(CC(C5)C3)C4)[nH]c2cn1
    ?	-30	-21%	4%	-8%	2%
> CNc1ccccc1C(=O)OCC(=O)N1CCN(c2ccc(OC)cc2)CC1
    -27%	-12	nt	-1%	?	4%
> COc1ccc(-c2c(S(=O)(=O)c3ccccc3)cnn2-c2ccccc2)cc1
    -20%	?	6%	11%	-19%	-3%
